VP16 counter: counter-screen for ROR gamma inhibitors: Gal4-VP16 reporter. Potency, µM (highest dose often 53.6 µM), inactives show at the top dose activity, negative = inhibition, actives largely listed as inhibitors. AID 2546. 310,000 compounds, 3.5% hits. Drosophila S2 Gal4-VP16 UAS-luciferase, luminescence, 20 h;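 further: Gal4-VP16 expression switched on by copper sulfate through the metallothionein promoter; on the % scale 0 is the no-effect control and ±100 the full control effect; nearly all actives have a fitted effect of over 50% in size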
Rab9 promoter act: Rab9 promoter activation; Huh7 Rab9 promoter-luciferase reporter, luminescence, 24 h; Potency, µM (doses to about 9.22 µM), inactives show at the highest dose activation, negative = inhibition, most hits filed as activators; 320,000 compounds, 2.8% hits; further: % of control where 0% means no effect; nearly all actives have a fitted effect of over 60% in size
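Huh7 reporter line, Rab9 promoter upstream of luciferase. Compound exposure 24 h at 37 °C in reduced-serum medium with 10% FBS. Read-out: luminescence.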
BRCA1 expr up: activators of BRCA1 expression. MCF7-BRCA1-FFLuc reporter, luminescence, 48 h; response scale: scaled: vehicle 0%, 10 µM genistein 100%. Potency, µM (titrated, usually from 46.1 µM), for the others: at the highest dose activation, usual class: activators. 380,000 compounds, 1.1% hits; further: nearly all actives have a fitted effect of over 80% in size; some results filed as inactive show a strong effect at the top dose
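Luminescence from a BRCA1-driven firefly luciferase in MCF7 cells was the read-out, taken 15 min after substrate addition following 48 h compound exposure at 37 °C. Data were normalized to a 10 microM genistein control and DMSO vehicle.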
p53 reactivation: mutant p53 re-activation in reporter cells. 320,000 compounds, 0.063% hits. H1299 p53-A138V BP100-luciferase reporter, luminescence, 24 h. AID 504706. Potency, µM (doses to about 92.2 µM), for inactives: at the highest dose activity change, positive = activation, most hits filed as activators; further: % of control where 0% means no effect; nearly all actives have a fitted effect of over 45% in size
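H1299 (p53-null), stable ts p53-A138V + BP100-Luc; 1000 cells/well, Opti-MEM/10% FBS; cpd 4 pt, 1:5; 24 h, 37 deg C, 5% CO2; detection reagent 10 min RT; luminescence.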
ELG1 genotox: inducers of genotoxicity in HEK293T ELG1-luciferase cells | Potency, µM (doses to about 46 µM), inactives show at the top dose activity change, positive = activation, hits mostly activators | HEK293T ELG1-luciferase reporter, luminescence, 16 h | 330,000 compounds, 1.3% hits; further: % of control where 0% means no effect; nearly all actives have a fitted effect of over 60% in size
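Genotoxic stress is detected as increased luminescence from luciferase-tagged ELG1 in HEK293T cells, measured with ONE-Glo after a 16 hr treatment at 37 °C.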
NPC1 promoter act: activates the NPC1 promoter | Huh7 NPC1 promoter luciferase reporter, 24 h | Potency, µM (highest dose often 9.22 µM), inactives show top-dose activation, actives largely listed as activators | 320,000 compounds, 2.4% hits | AID 485313;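 further: % of control where 0% means no effect; nearly all actives have a fitted effect of over 60% in size; reporter is driven by a mutant NPC1 promoter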
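Luminescence read-out of NPC1 promoter-driven luciferase in stably transfected Huh7 cells; compounds delivered in DMSO and left 24 h at 37C, 5% CO2, qHTS titration format.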
FLuc modulator: inhibits or activates purified firefly luciferase, miR-21 counter-screen; P08659; purified FLuc, Km substrates, luminescence inhibition; Potency, µM (highest dose often 57.5 µM), for inactives: at the top dose activity change, negative = inhibition, most hits filed as inhibitors; 360,000 compounds, 6.9% hits; AID 588342;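 further: plate controls were vehicle for no effect and reference inhibitor for full effect; nearly all actives have a fitted effect of over 55% in size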
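Biochemical qHTS of compounds, final roughly 60 µM downward over six points, against 10 nM purified firefly luciferase using Km concentrations of substrates (10 uM D-luciferin, 10 uM ATP) in Tris acetate pH 7.5 buffer; luminescence output.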
RORg inh: inhibitors of mouse ROR gamma transcriptional activity; 310,000 compounds, 5.4% hits; AID 2551; Potency, µM (doses to about 53.6 µM), for the others: at the top dose activity change, negative = inhibition, actives largely listed as inhibitors; Drosophila S2 Gal4-RORgamma UAS-luciferase reporter, 20 h; further: on the % scale 0 is the no-effect control and ±100 the full control effect; nearly all actives have a fitted effect of over 60% in size
Target sequence (P51450 whole entry, looked up, the tested form may be a part): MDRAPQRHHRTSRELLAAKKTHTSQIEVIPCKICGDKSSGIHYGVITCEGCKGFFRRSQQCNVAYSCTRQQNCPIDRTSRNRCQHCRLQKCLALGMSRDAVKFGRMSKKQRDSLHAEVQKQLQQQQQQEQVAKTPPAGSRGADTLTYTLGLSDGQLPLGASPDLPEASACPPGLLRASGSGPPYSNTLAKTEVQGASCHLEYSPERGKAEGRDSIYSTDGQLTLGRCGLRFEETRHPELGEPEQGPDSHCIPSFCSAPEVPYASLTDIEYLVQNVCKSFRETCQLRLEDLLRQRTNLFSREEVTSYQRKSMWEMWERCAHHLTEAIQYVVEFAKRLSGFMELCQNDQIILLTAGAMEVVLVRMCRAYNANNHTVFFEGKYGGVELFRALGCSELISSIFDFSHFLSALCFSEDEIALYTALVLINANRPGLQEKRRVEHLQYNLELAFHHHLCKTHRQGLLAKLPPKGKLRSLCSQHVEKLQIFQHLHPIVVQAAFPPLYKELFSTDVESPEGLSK
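Drosophila Schneider cells stably carrying a metallothionein-driven Gal4 DBD–ROR gamma fusion and a UAS-Photinus luciferase reporter were exposed to compound for 1 hr, then induced with copper sulfate (700 uM final) for 20 hr at ambient temperature before luminescence reading.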
MBNL1-CUG inh: blocks human MBNL1 binding to CUG repeat RNA; Potency, µM (doses to about 57.5 µM), for inactives: at the top dose activity change, negative = inhibition, usual class: inhibitors; 280,000 compounds, 0.036% hits; AID 2675; Q9NR56; TR-FRET MBNL1-His/biotin-(CUG)12 binding, 665/545 ratio; active means well fitted inhibition curve with a large enough effect in the signal ratio, with a control signal flat, not every such curve was filed as active; inconclusive means small, poorly fitted or top-dose-only effect, or effect the other way, or a change in a side signal; inactive means no such curve, though single readings can be large or run the other way; the % refers to the signal ratio; further: on the % scale 0 is the no-effect control and ±100 the full control effect
Target sequence (Q9NR56 whole entry, looked up): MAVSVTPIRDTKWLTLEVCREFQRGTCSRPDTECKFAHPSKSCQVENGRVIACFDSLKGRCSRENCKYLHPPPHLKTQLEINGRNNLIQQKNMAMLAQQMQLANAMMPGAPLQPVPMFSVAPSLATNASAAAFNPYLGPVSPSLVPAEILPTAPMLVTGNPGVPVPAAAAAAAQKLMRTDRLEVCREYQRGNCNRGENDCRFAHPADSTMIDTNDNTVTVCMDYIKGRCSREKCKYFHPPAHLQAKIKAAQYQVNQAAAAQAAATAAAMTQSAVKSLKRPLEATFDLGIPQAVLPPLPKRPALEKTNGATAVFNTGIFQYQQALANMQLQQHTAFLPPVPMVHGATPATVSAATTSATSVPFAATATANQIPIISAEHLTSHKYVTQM
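Ratiometric TR-FRET (665 over 545 nm, excitation 340 nm) tracks disruption of MBNL1-His/biotin-(CUG)12 complex after 60 min at room temperature, with compounds at 92 nM to 58 uM final.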
CXXC DNA block: MLL CXXC-DNA interaction inhibition | MLL-CXXC / FITC-HOXA9 DNA fluorescence polarization | Potency, µM (titrated, usually from 115 µM), for inactives: top-dose activity change, negative = inhibition, actives largely listed as inhibitors | 290,000 compounds, 0.037% hits | AID 2662; active means well fitted inhibition curve with a large enough effect in the polarisation, with a control signal flat, not every such curve was filed as active; inconclusive means small, poorly fitted or top-dose-only effect, or effect the other way, or a change in a side signal; inactive means no such curve, though single readings can be large or run the other way; the % refers to the polarisation
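Steps: dispense CXXC domain solution (7 uM) → pin compounds or unlabeled HOX-A9 DNA control → 5 min ambient → add FLSN-HOX-A9 solution (50 nM) → spin → 30 min ambient → fluorescence polarization. Tris pH 7.5/NaCl/DTT/BSA buffer.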
uPA generation: blocks generation of uPA at the cell surface | cell surface uPA generation assay, qHTS | Potency, µM (doses to about 38.3 µM), for the others: at the highest dose activity change, negative = inhibition, hits mostly inhibitors | 330,000 compounds, 0.31% hits | AID 540303; active means well fitted inhibition curve with a large enough effect; inconclusive means small, poorly fitted or top-dose-only effect; inactive means no such curve, though single readings can be large or run the other way; tested in mouse RAW 264.7 cells; further: on the % scale 0 is the no-effect control and ±100 the full control effect; nearly all actives have a fitted effect of over 55% in size
* = called active by the depositor; ? = inconclusive; · = not tested or not shown; & = joins results of further samples; [ ] = remark or other dose. Unless noted, the call rests on the fitted dose curve; in most records, active means well fitted curve in the direction sought with a large enough effect; inconclusive means small, poorly fitted or top-dose-only effect, or another doubt; inactive means no such curve, though single readings can be large; an effect the other way counts as inactive or inconclusive. Potency means the concentration at half of the fitted maximal effect. Some of the compounds tested; the hit share may differ from the screen's.

No.	mol	VP16 counter	Rab9 promoter act	BRCA1 expr up	p53 reactivation	ELG1 genotox	NPC1 promoter act	FLuc modulator	RORg inh	MBNL1-CUG inh	CXXC DNA block	uPA generation
1	O=C(COC(=O)c1cccs1)c1ccc2ccccc2c1	-21%	28%	33%	?	?	?	1.7µM*	42%	?	-7%	5%
2	S=c1nc[nH]c2c1sc1nc(N3CCOCC3)c3c(c12)CCCC3	5%[10 µM]	-9%	-6%	0%	-13%	-4%	?	-9%	33%[activator]	14%	1%
3	CCc1n(CC(O)COCC2CC=CCC2)c2ccccc2[n+]1C (stereo not drawn)	-16%	-5%	-32%	-1%	-5%	-3%	-1%	1%	-8%	-1%	2%
4	Cn1c(O)c(N=Nc2ccccc2[N+](=O)[O-])c2ccccc21	25%	?	-41%	·	?	3.5µM*	?	2%	13%	-11%	4%
5	COc1ccc(C(c2c(NC(C)=O)sc3c2CCCC3)N2CCN(CCO)CC2)cc1OC (stereo not drawn)	-24%	-1%	1%	-7%	8%	-1%	0%	-3%	0%	-5%	-4%
6	CC(=O)Nc1ccc(S(=O)(=O)N2CCN(Cc3cccc([N+](=O)[O-])c3)CC2)cc1	7%	-2%	-14%	-3%	-7%	-6%	0%	9%	15%	2%	0%
7	O=C1C=CC(O)(c2cc(=O)c3c(O)cc(O)cc3o2)C=C1	2.8µM*	-45%[inhibitor]	-82%	-24%	-17%	-37%[inhibitor]	?	3.2µM*	-9%	?	36%[activator]
8	CC(=O)N1CCN(C(=O)c2cc(-c3ccc(C)o3)nc3ccccc23)CC1	·	6%	?	7%	4%	14%	4.8µM*	·	·	·	-11%
9	O=Cc1cccn1-c1nccc(-c2ccco2)n1	0%	3%	7%	0%	3%	-2%	?	8%	9%	7%	-6%
10	O=C(Nc1cccc(Cl)c1)c1cncn1-c1ccc(F)cc1	-4%	-3%	5%	27%	4%	-1%	0%	-38%	-5%	-6%	2%
11	Cc1ccc(Oc2nnc(-c3ccccc3)c3ccccc23)cc1	-4%	-3%	-13%	7%	3%	-1%	?	16%	0%	-2%	·
12	CCN(CC(=O)Nc1c(F)cccc1F)C(=O)c1ccc(-n2cncn2)c([N+](=O)[O-])c1	·	-6%	5%	1%	-5%	-2%	-14%	·	·	·	1%
13	CC(C)CC(=O)Nc1ccc(C(=O)COC(=O)C2=COCCO2)cc1	·	11%	17%	-1%	-7%	1%	-17%	·	·	·	1%
14	CCC(NC(=O)Nc1cc(C)on1)(C(F)(F)F)C(F)(F)F	-12%	-2%	0%	-2%	-2%	-1%	1%	-11%	4%	-5%	2%
15	COCC(=O)c1[nH]c2ccccc2c1C	2%	8%	15%	-1%	0%	2%	-2%	2%	13%	6%	-1%
16	Cc1cccc(OCC(=O)Nc2cccc(O)c2)c1	·	0%	-3%	?	10µM*	-2%	17µM*	21%[0.365 µM]	2%	11%	3%
17	CC(C)CC(=O)Nc1ccc(C(=O)NNC(=S)NC(=O)C2CCCCC2)cc1	0%	-4%	-63%	4%	-1%	1%	-1%	3%	3%	-11%	-3%
18	Cc1ccc(S(=O)(=O)NC(CC(=O)O)c2ccccc2)c(C)c1 (stereo not drawn)	-11%	0%	6%	8%	-1%	2%	-1%	4%	1%	-4%	-4%
19	CC(C)(C)C(=O)Nc1nc(=S)ss1	2%	17%	-11%	10%	-27%	3%	?	1%	-11%	2%	4%
20	C=C1c2cc(C)c(C)cc2NC(=O)N1c1ccccc1	-4%	-4%	-7%	-3%	3%	6%	-14%	-1%	·	-8%	3%

Overlap with the part before: 4 compounds, followed by the next part.
No.	mol	VP16 counter	Rab9 promoter act	BRCA1 expr up	p53 reactivation	ELG1 genotox	NPC1 promoter act	FLuc modulator	RORg inh	MBNL1-CUG inh	CXXC DNA block	uPA generation
17	CC(C)CC(=O)Nc1ccc(C(=O)NNC(=S)NC(=O)C2CCCCC2)cc1	0%	-4%	-63%	4%	-1%	1%	-1%	3%	3%	-11%	-3%
18	Cc1ccc(S(=O)(=O)NC(CC(=O)O)c2ccccc2)c(C)c1 (stereo not drawn)	-11%	0%	6%	8%	-1%	2%	-1%	4%	1%	-4%	-4%
19	CC(C)(C)C(=O)Nc1nc(=S)ss1	2%	17%	-11%	10%	-27%	3%	?	1%	-11%	2%	4%
20	C=C1c2cc(C)c(C)cc2NC(=O)N1c1ccccc1	-4%	-4%	-7%	-3%	3%	6%	-14%	-1%	·	-8%	3%
21	O=S(=O)(c1cccs1)N1CCN(c2ccc(Cl)cc2)CC1	-14%	10%	-12%	2%	-12%	1%	-1%&-10%	19%	3%	10%	-1%
22	C/C=C(\C)C(=O)Nc1cccc(C2=NOC3(C2)C[C@@H](C(N)=O)N(C(=O)c2ccccc2C(=O)c2ccccc2)C3)c1 (stereo partly drawn)	4%	-3%	12%	-4%	-1%	2%	-4%	-6%	1%	9%	8%
23	Cc1cccc2cc(C#N)c(NCCNC(=O)NC3CCCCC3)nc12	1%	-10%	-4%	3%	-1%	-3%	-2%	-11%	20%	27%	-1%
24	COc1cccc(CNC(=O)c2cc3ccccn3n2)c1	18%	-1%	-2%	13%	?	6%	?	26%	-9%	-13%	6%
25	COc1ccc(/C(O)=C2\C(=O)C(=O)N(c3cc(C)on3)C2c2ccccc2OC)cc1C (stereo not drawn)	2%	-1%	-10%	-1%	-2%	-2%	2%	-8%	72%[activator]	2%	-3%
26	C#CC(CC)(CC)NC(=O)NC1CCCCC1	-6%	9%	1%	3%	1%	-7%	-2%	-23%	-4%	-12%	10%
27	O=C(COc1ncnc2ccccc12)NCCC1=CCCCC1	5%	0%	-7%	-4%	2%	1%	2%	29%	-13%	-3%	-2%
28	CCOC(=O)C1=C(COC(=O)c2cccs2)NC(=O)NC1C (stereo not drawn)	·	-3%	-6%	-4%	7%	-3%	1%	·	·	·	6%
29	COC(=O)Cc1cc(=O)oc2cc(O)ccc12	-3%	2%	0%	5%	3%	0%	-1%	15%	26%	6%	2%
30	Cc1cccc(C)c1NC(=O)CN(C)C(=O)CCC(=O)c1ccccc1	·	1%	-21%	5%	0%	0%	·	·	·	·	-10%
31	Cc1ccc2nc(NC(=O)C3CCN(S(=O)(=O)c4cc([N+](=O)[O-])ccc4Cl)CC3)sc2c1	?	-26%	-34%	?	0%	-13%	?	-27%	15%	16%	-7%
32	COc1ccc(CCNC(=O)CSc2nnc(C(C)N(C)C)n2Cc2ccccc2)cc1OC (stereo not drawn)	7%	0%	-16%	-1%	1%	-3%	-1%	-24%	-1%	0%	-4%
33	CCn1c(CNC(=O)COc2ccc(C(C)C)cc2)nnc1SCC(=O)Nc1ccccc1C(C)C	20µM*	-6%	-27%	-1%	-4%	-4%	-4%	31%	4%	0%	-15%
34	COCC(=O)Oc1c(S(=O)(=O)c2ccccc2)c(C)nn1C(C)(C)C	-3%	6%	-14%	0%	-2%	-4%	-4%	0%	-11%	6%	-1%
35	O=C(CSCc1ccc(Cl)cc1)NN=C1CCCC1	-3%	0%	-7%	-2%	1%	0%	1%	-6%	-7%	-1%	-2%
36	Cc1ccc(NC(=O)COC(=O)CNC(=O)c2ccc3ccccc3c2)c([N+](=O)[O-])c1	-9%	1%	0%	-4%	3%	0%	?	-2%	·	12%	-8%
37	COc1ccc(CCNS(=O)(=O)c2cn(C)nc2C)cc1	-11%	-5%	26%	5%	2%	0%	0%	1%	-3%	8%	-6%

NPC1 promoter act, entries above that show a hit.
nr	mol	Rab9 promoter act	p53 reactivation	NPC1 promoter act	RORg inh	MBNL1-CUG inh	CXXC DNA block	uPA generation
4	Cn1c(O)c(N=Nc2ccccc2[N+](=O)[O-])c2ccccc21	?	·	3.5µM*	2%	13%	-11%	4%

Compound activity: PubChem, National Center for Advancing Translational Sciences (NCATS)
